Screening results as filed in PubChem.
USP1-UAF1 inh = USP1/UAF1 (human) deubiquitinase inhibition. Potency, µM (titrated, usually from 57.1 µM), without a hit: top-dose activity change, negative = inhibition, usual class: inhibitors. O94782. 0.23% of 390,000 active. recombinant USP1/UAF1, Ub-Rhodamine cleavage fluorescence; also: potency is read from the fitted curve at half-maximal effect; % is scaled to controls: 0 for no effect and ±100 for the full control effect; nearly all actives have a fitted effect of over 60% in size; inactives centre near -12
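1 nM enzyme complex + cpd, 15 min RT; start with Ub-Rho 150nM final; kinetic fluorescence ex 480/em 540, 6 reads q60 s. Buffer 50mM HEPES pH 7.8, 0.5mM EDTA, 0.1 mg/ml BSA, 1mM TCEP, 0.01% Tween-20.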
TrxR1 substrate = substrates of rat thioredoxin reductase 1; purified TrxR1 substrate turnover, NADPH consumption readout; Potency, µM (top dose mostly 114 µM), without a hit: top-dose activity change, negative = substrate turnover; 0.01% of 390,000 active; AID 588456; also: potency is read from the fitted curve at half-maximal effect; % is scaled to controls: 0 for no effect and ±100 for the full control effect; nearly all actives have a fitted effect of over 50% in size
Target sequence (O89049 whole entry, looked up): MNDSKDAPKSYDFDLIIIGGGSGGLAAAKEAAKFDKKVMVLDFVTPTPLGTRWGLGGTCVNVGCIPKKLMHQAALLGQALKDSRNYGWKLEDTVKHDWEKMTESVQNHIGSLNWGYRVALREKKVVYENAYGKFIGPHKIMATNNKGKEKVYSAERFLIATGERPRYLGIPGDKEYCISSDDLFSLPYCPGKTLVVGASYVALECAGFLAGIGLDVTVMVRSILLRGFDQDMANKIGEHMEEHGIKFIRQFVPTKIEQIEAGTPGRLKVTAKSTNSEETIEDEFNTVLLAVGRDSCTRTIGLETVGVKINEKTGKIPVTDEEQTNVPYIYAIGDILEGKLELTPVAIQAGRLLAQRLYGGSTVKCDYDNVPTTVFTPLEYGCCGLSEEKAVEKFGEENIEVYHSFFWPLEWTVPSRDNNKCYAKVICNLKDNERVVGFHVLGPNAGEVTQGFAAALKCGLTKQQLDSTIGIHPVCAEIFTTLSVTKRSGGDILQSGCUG
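Rat TrxR1, dispensed at 90 nM, was prereduced with 400 uM NADPH (final) for 5 min at ~22 deg C, then incubated with compound 15 min before 400 uM selenite. A first-read NADPH fluorescence drop versus no-compound background flagged substrates.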
Vif-A3G inh = inhibitors of Vif-APOBEC3G interaction | 0.076% of 410,000 active | Potency, µM (highest dose often 46.1 µM), inactives show top-dose activity, negative = active, actives largely listed as inhibitors | Q9HC16 | HeLa A3G-eYFP + Vif (tagged APOBEC3G with the HIV-1 protein that degrades it), YFP fluorescence, overnight;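 also: potency is read from the fitted curve at half-maximal effect; % is scaled to controls: 0 for no effect and ±100 for the full control effect; nearly all actives have a fitted effect of over 60% in size; hits raise eYFP signal because A3G escapes Vif-driven loss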
Target sequence (Q9HC16 whole entry, looked up): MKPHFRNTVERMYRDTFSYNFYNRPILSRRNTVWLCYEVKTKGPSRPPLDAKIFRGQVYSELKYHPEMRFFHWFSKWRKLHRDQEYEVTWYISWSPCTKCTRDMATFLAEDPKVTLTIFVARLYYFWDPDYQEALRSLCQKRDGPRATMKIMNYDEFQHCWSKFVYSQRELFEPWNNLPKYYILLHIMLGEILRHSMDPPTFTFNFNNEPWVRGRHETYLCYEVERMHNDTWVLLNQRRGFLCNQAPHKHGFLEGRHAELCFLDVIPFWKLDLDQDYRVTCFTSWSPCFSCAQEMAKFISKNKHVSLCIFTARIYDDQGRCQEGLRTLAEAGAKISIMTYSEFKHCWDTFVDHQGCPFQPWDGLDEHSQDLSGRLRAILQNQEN
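HeLa cells stably expressing Vif and C-terminally eYFP-tagged A3G, seeded overnight at 37 deg C, then exposed to compound by pintool overnight at 37 deg C. Rise in yellow fluorescence (Ex 488/Em 500-530, Acumen) marks blocked Vif-driven A3G degradation.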
LDHA block = LDHA (human) enzyme inhibition; purified LDHA, NADH/diaphorase-resazurin fluorescence; stronger effect = lower value; AID 1347041; 0.15% of 480,000 active; activity change, % (values are at about 110 or 230 µM); in the data active = activity change below about -30%; inconclusive = mostly about -25% to -30%;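 also: plate controls were DMSO wells for no effect and wells without enzyme for full effect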
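Resorufin fluorescence (ex540/em590), read at 0 and 20 min after diaphorase/resazurin addition, reports the NADH left after a 5 min room-temperature reaction of 2 nM human LDH5 with 0.06 mM NADH and 0.2 mM pyruvate.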
GRP78 ERSR act = ER stress response induction in glioma; U87-MG GRP78 promoter luciferase reporter, 16 h; Potency, µM, for the others: at the highest dose activation, actives largely listed as activators; 0.02% of 420,000 active; also: potency is read from the fitted curve at half-maximal effect; series mostly up to about 76 µM; % of control where 0% means no effect; nearly all actives have a fitted effect of over 35% in size
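ERSR induction read as luciferase luminescence (Bright-Glo, 10 min at room temperature) in stably transfected human U87-MG glioma cells exposed to compounds for 16 h, using GRP78 as sensor.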
IDH1 R132H inh = inhibitors of human mutant IDH1 R132H; 0.093% of 390,000 active; AID 602179; IDH1-R132H enzyme, NADPH consumption, diaphorase/resazurin fluorescence; Potency, µM (top dose mostly 76.6 µM), inactives show at the top dose activity change, negative = inhibition, actives largely listed as inhibitors; O75874; also: potency is read from the fitted curve at half-maximal effect; % is scaled to controls: 0 for no effect and ±100 for the full control effect; nearly all actives have a fitted effect of over 65% in size
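IDH1-R132H (0.5 ug/mL dispensed) in pH 7.5 Tris buffer was preincubated 30 min with compound, then given a substrate mix of 0.016 mM NADPH and 2 mM alpha-KG for 80 min at room temperature; remaining NADPH was read by diaphorase/resazurin fluorescence.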
RGS4 inhibitor = inhibitors of human regulator of G protein signaling 4. Transcreener GDP fluorescence polarization, RGS4-accelerated GTP hydrolysis. Potency, µM (doses to about 114 µM), inactives show at the highest dose activity change, negative = inhibition, hits mostly inhibitors. 0.039% of 390,000 active; also: potency is read from the fitted curve at half-maximal effect; % is scaled to controls: 0 for no effect and ±100 for the full control effect; nearly all actives have a fitted effect of over 75% in size; some results filed as inactive show a strong effect at the top dose
Target sequence (P49798 whole entry, looked up): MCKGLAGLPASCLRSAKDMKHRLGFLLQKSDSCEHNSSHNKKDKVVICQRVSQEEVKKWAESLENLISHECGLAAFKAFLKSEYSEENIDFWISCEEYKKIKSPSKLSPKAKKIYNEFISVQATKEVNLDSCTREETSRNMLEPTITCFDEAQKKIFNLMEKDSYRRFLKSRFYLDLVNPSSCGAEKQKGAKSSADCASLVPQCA
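MLSMR compounds (23 nl, pin-transferred) preincubated 10 min at room temperature with a 500nM (2x) first reagent, then RGS4 at 900nM (2x) plus Transcreener GDP mix added; fluorescence polarization (620/688 nm) read before and after 90 min at 30 °C.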
Vif-APOBEC3F blk = blocks the Vif interaction with APOBEC3F | Potency, µM (titrated, usually from 46.1 µM), for inactives: at the highest dose activity, negative = active | AID 602313 | 0.2% of 390,000 active | HeLa A3F-eYFP + Vif (tagged APOBEC3F with the HIV-1 protein that degrades it), YFP fluorescence increase; also: potency is read from the fitted curve at half-maximal effect; % of control where 0% means no effect; nearly all actives have a fitted effect of over 65% in size
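HeLa cells stably expressing A3F-eYFP plus Vif, plated and incubated overnight at 37 deg C, then exposed to compounds overnight at 37 deg C. Blocked degradation read as raised yellow fluorescence (Ex 488/Em 500-530).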
rTrxR1 inhibitor = inhibitors of rat thioredoxin reductase 1; 1% of 390,000 active; recombinant rTrxR1, NADPH fluorescence consumption, selenite substrate; Potency, µM (series often up to 114 µM), without a hit: at the top dose activity change, negative = inhibition, usual class: inhibitors; also: potency is read from the fitted curve at half-maximal effect; % is scaled to controls: 0 for no effect and ±100 for the full control effect; nearly all actives have a fitted effect of over 65% in size
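Rat TrxR1 (90 nM in the dispensed reagent) was pre-reduced with 400 uM NADPH for 5 min at room temperature, then incubated with compound for 15 min. After 400 uM selenite was added, NADPH fluorescence (Ex 340/Em 450 nm) was followed for 8 min.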
An asterisk follows results filed as active; ? = inconclusive; · = not tested or not shown; & = joins results of further samples; [ ] = another dose, or the depositor's remark. Unless noted, calls follow the shape of the dose curve; as a rule, active = well fitted curve in the direction sought with a large enough effect; inconclusive = small, poorly fitted or top-dose-only effect, or another doubt; inactive = no such curve, though single readings can be large; an effect the other way counts as inactive or inconclusive.

SMILES,IDH1 R132H inh,Vif-APOBEC3F blk,USP1-UAF1 inh,GRP78 ERSR act,rTrxR1 inhibitor,TrxR1 substrate,Vif-A3G inh,RGS4 inhibitor,LDHA block
CCCc1noc2c1/C(=N\O)CC(CC(C)SCC)C2 (stereo not given),3%,-8%,-16%,5%,9%[57.1 µM],-2%[57.1 µM],0%,-17%,0
CCOc1ccc(OCCSc2nc(-c3ccccc3)cc(=O)[nH]2)cc1,-5%,-2%,-33%,-1%,8%[57.1 µM],-2%,-4%,-13%,-2
COc1ccc(NC(=O)CN2c3cccc4cccc(c34)S2(=O)=O)c(OC)c1,3%,1%,0%,-3%,27%[57.1 µM],6%[57.1 µM],0%,7%,0
Cc1ccc2c(c1)C(c1ccc(F)cc1)N(C(=O)c1cccc(C(F)(F)F)c1)CC(=O)N2 (stereo not given),7%,-5%,1%,-4%,5%,-10%,-3%,12%,-4
S=c1[nH]nc(Cn2nnc3ccccc32)n1-c1ccc(Cl)cc1,-1%,1%,-8%,-2%,8%,3%,2%,-8%,-15
COc1ccc(N(C(=O)c2ccco2)C(C(=O)NC2CCCC2)c2cccs2)cc1OC (stereo not given),0%,1%,-20%,-6%,?,0%,1%,?,15
Cc1csc(NC(=O)CSc2nnc(CCNC(=O)c3cccs3)n2C)n1,-2%,2%,2%,-2%,-7%,-4%,0%,6%,-5
COc1ccc(CCN=C(C)C2=C(O)C(c3ccccc3)OC2=O)cc1OC (stereo not given),-3%,-24%,-18%,-3%,6%[57.1 µM],6%[57.1 µM],0%,-23%,-6

SMILES,IDH1 R132H inh,Vif-APOBEC3F blk,USP1-UAF1 inh,GRP78 ERSR act,rTrxR1 inhibitor,TrxR1 substrate,Vif-A3G inh,RGS4 inhibitor,LDHA block
Cc1ccc(N(Cc2cc3ccccc3[nH]c2=O)S(C)(=O)=O)cc1,6%,17%,-15%,-5%,4%[57.1 µM],0%[57.1 µM],-1%,-10%,-5&-5
CCc1ccc(C(=O)COC(=O)C2CCN(c3ccc(C(F)(F)F)cn3)CC2)cc1,3%,-25%,-18%,-4%,3%,-6%,0%,2%,-5
CC(C)c1ccc2[nH]c3nc(SCC(=O)NC4CC4)nnc3c2c1,-1%,3%,-5%,1%,25%[57.1 µM],10%[57.1 µM],-11%,5%,-3
CCOc1cccc(CNCCCSc2ncccn2)c1,-5%,1%,-1%,-1%,42%[11.4 µM],-11%,6%,23%,-13
CC(C#N)Sc1ccc(S(=O)(=O)N(C)C2CCCCC2)cn1 (stereo not given),-6%,0%,-9%,2%,16%,-5%,-1%,-22%,0
CCN(CC)CCCNC(=O)CSc1nc2c(c(C(F)(F)F)n1)CCc1ccccc1-2,-4%,-9%,-3%,-3%,4%,-3%,3%,6%,-6
Cc1ccc(C)c(-n2c(CNc3ccc(F)cc3)nnc2SCC(N)=O)c1,-2%,-1%,-6%,3%,19%,6%,-1%,11%,0
CCOC(=O)c1c(C)oc2nc(C)nc(NCC3CCN(Cc4cc(C)ccc4C)CC3)c12,-5%,-2%,-14%,0%,-7%,-6%,0%,12%,-7

SMILES,IDH1 R132H inh,Vif-APOBEC3F blk,USP1-UAF1 inh,GRP78 ERSR act,rTrxR1 inhibitor,TrxR1 substrate,Vif-A3G inh,RGS4 inhibitor,LDHA block
CCOCCCN(C(=O)CCC(=O)Nc1cc(C)on1)C(C(=O)NC(C)(C)C)c1ccccc1Cl (stereo not given),0%,9%,2%,-5%,42%[activator][57.1 µM],12%[57.1 µM],0%,1%,-3
O=C(CCN1CCN(c2ccccc2)CC1)NNC(=O)Cc1ccc(Br)cc1,-1%,-9%,-20%,-3%,11%,23%[57.1 µM],1%,-14%,-3
O=C(CC1CCCC1)Nc1nc2ccccc2[nH]1,1%,6%,-16%,1%,14%[57.1 µM],-12%,-2%,-5%[11.4 µM],-1
COc1cc(C2/C(=C(/O)c3ccccc3)C(=O)C(=O)N2c2ccccn2)ccc1O (stereo not given),6%,3%,-25%,2%,19%[57.1 µM],-13%[57.1 µM],0%,-5%,-1
CC(=O)N(Cc1ccco1)C1(C(=O)NC2CCCC2)CCCCC1,2%,-5%,-4%,-3%,-11%,-7%,1%,-13%,-4
S=C(Nc1ccc2c(c1)OCO2)Nc1ccc2c(c1)OCO2,2%,-2%,-12%,-2%,-4%[57.1 µM],-9%,-5%,-22%,17
CCCc1cc(=O)[nH]c(SCc2nc(-c3ccc(C)cc3)no2)n1,14%,-3%,?,-3%,7%[57.1 µM],-1%[57.1 µM],-4%,18%,-15
O=C(CNC(=O)c1cccc(Br)c1)N/N=C/c1cccs1,-3%,0%,-2%,0%,-14%,-10%,-5%,30%,-9

SMILES,IDH1 R132H inh,Vif-APOBEC3F blk,USP1-UAF1 inh,GRP78 ERSR act,rTrxR1 inhibitor,TrxR1 substrate,Vif-A3G inh,RGS4 inhibitor,LDHA block
O=C(CC1(O)C(=O)N(Cc2ccccc2)c2ccc(Br)cc21)c1ccccc1 (stereo not given),-2%,?,-7%,-4%,12%,1%,1%,-9%,-15
CCC1CCC(C(=O)NNC(=O)OC)CC1 (stereo not given),5%,1%,-4%,-1%,5%,3%,-3%,1%,3
COCC(=O)n1nc(-c2ccc(C)cc2)nc1NCc1ccc(F)cc1,3%,1%,-6%,9%,18%[57.1 µM],8%[57.1 µM],3%,9%,-8
CCCc1cc(=O)[nH]c(SCC(=O)N2CCOCC2)n1,3%,2%,6%,1%,17%,-2%,1%,-3%,-10
O=C(NC1(C(F)(F)F)N=C(c2ccccc2)N(Cc2ccccc2)C1=O)c1ccc(F)cc1 (stereo not given),-5%,-8%,-16%,0%,12%,-8%,2%,-11%,-4
Cc1nc2ccccc2c(=O)n1-c1ccc(NS(=O)(=O)c2ccccc2)cc1,0%,-2%,-9%,-4%,-2%,-4%,0%,-1%,-6
CCCc1n(CC(O)COCC2CC=CCC2)c2ccccc2[n+]1C (stereo not given),2%,3%,-11%,-4%,6%[57.1 µM],-5%[57.1 µM],0%,-44%,-15
CS(=O)(=O)N(CC(=O)N1CCCC1)Cc1ccccc1,2%,-6%,-9%,-3%,4%[57.1 µM],-4%[57.1 µM],2%,-2%,-3

SMILES,IDH1 R132H inh,Vif-APOBEC3F blk,USP1-UAF1 inh,GRP78 ERSR act,rTrxR1 inhibitor,TrxR1 substrate,Vif-A3G inh,RGS4 inhibitor,LDHA block
O=C(CCN1CCN(c2ccccc2)CC1)N/N=C/c1ccc([N+](=O)[O-])o1,5%,1%,-24%,-2%,?,3%[57.1 µM],-12%,-12%,12
COc1cc(NC(=O)CC(C)S(=O)(=O)c2cc3c(cc2C)NC(=O)CO3)cc(OC)c1OC (stereo not given),1%,-8%,-13%,-1%,21%,2%,-7%,13%[11.4 µM],2
COc1ccccc1N(Cc1ccccc1)S(=O)(=O)c1cccc(C(=O)Nc2cccc(C)n2)c1,10%,3%,-24%,5%,23%,1%,-10%,13%,-14
CCc1ccc2nc(NC(=O)CN3C(=O)NC4(CCCC4)C3=O)sc2c1,8%,-6%,-8%,3%,-24%[2.29 µM],-15%[2.29 µM],0%,10%,-4
COC(=O)c1scc(-c2ccccc2)c1S(=O)(=O)Nc1cccc(C)c1C,11%,1%,-33%,-3%,16%[57.1 µM],-1%[57.1 µM],-1%,-11%,3
C[C@H]1CN([C@@H](C)CO)C(=O)CCCn2cc(nn2)CO[C@@H]1CN(C)C(=O)c1cc(-c2ccccc2)on1,-2%,-3%,?,1%,·,·,-7%,·,-7
COCCN(CCOC)S(=O)(=O)c1ccc(C(=O)Nc2nc(-c3ccccc3)c(C(=O)c3ccccc3)s2)cc1,7%,-10%,-11%,-1%,-4%,-3%,0%,-20%,-2

Random excerpt: 4 entries already listed.
SMILES,IDH1 R132H inh,Vif-APOBEC3F blk,USP1-UAF1 inh,GRP78 ERSR act,rTrxR1 inhibitor,TrxR1 substrate,Vif-A3G inh,RGS4 inhibitor,LDHA block
O=C(CCN1CCN(c2ccccc2)CC1)N/N=C/c1ccc([N+](=O)[O-])o1,5%,1%,-24%,-2%,?,3%[57.1 µM],-12%,-12%,12
COC(=O)c1scc(-c2ccccc2)c1S(=O)(=O)Nc1cccc(C)c1C,11%,1%,-33%,-3%,16%[57.1 µM],-1%[57.1 µM],-1%,-11%,3
C[C@H]1CN([C@@H](C)CO)C(=O)CCCn2cc(nn2)CO[C@@H]1CN(C)C(=O)c1cc(-c2ccccc2)on1,-2%,-3%,?,1%,·,·,-7%,·,-7
CCc1ccc2nc(NC(=O)CN3C(=O)NC4(CCCC4)C3=O)sc2c1,8%,-6%,-8%,3%,-24%[2.29 µM],-15%[2.29 µM],0%,10%,-4

3 compounds from above, sorted by the number in IDH1 R132H inh, ascending.
SMILES,IDH1 R132H inh
COc1cc(NC(=O)CC(C)S(=O)(=O)c2cc3c(cc2C)NC(=O)CO3)cc(OC)c1OC (stereo not given),1%
O=C(CCN1CCN(c2ccccc2)CC1)N/N=C/c1ccc([N+](=O)[O-])o1,5%
COCCN(CCOC)S(=O)(=O)c1ccc(C(=O)Nc2nc(-c3ccccc3)c(C(=O)c3ccccc3)s2)cc1,7%

These rows are one share of the data; count on the stated rates, not on these rows.
